Compound activity: PubChem BioAssay, several laboratories
LAP4 TOR yeast = modulators of LAP4-GFP expression in yeast, primary screen, S. cerevisiae, multiplex flow cytometry, MLPCN library; hit rate 0.34% among 320,000; 3 h; median GFP as percent of DMSO wells; GFP response vs DMSO, % at 10 µM;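 active = GFP response vs DMSO above a set limit, about the screen mean plus 3 SD, cut at about 150% in these data; inconclusive = under 70 cell events counted for the yeast strain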
CIT2-GFP yeast = modulators of CIT2-GFP expression in yeast, primary screen, S. cerevisiae, GFP fusion, multiplex flow cytometry, MLPCN library | S. cerevisiae CIT2-GFP strain, 3 h; 100 means same as DMSO wells | GFP response vs DMSO, % at 10 µM | hit rate 0.065% among 320,000;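 active = GFP response relative to DMSO above a set limit, near the screen mean plus 3 SD, cut at about 150% in these data; inconclusive = Fewer than 70 cells measured for a yeast strain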;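 also: ratio of well median GFP fluorescence to mean of DMSO wells on the plate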
RPL19A-GFP yeast = RPL19A-GFP expression modulators in yeast, primary screen, cell-based, S. cerevisiae, multiplex flow cytometry, MLPCN | S. cerevisiae RPL19A-GFP strain, 3 h; hits give low values | percent response vs DMSO, % at 10 µM | hit rate 0.3% among 330,000 | AID 2025, 2009;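 active = percent response vs DMSO below 50%; inconclusive = fewer than 70 events counted for the yeast strain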;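 also: median channel GFP fluorescence of the barcoded RPL19A-GFP strain; ratio of sample median GFP to plate DMSO average so 100% = DMSO; lower means less RPL19A-GFP as with rapamycin TOR inhibition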
AGP1 TOR yeast = modulators of AGP1-GFP expression in yeast TOR pathway, primary screen, cell-based, multiplex flow cytometry, S. cerevisiae, MLPCN library. 3 h; GFP as percent of DMSO wells. hit rate 0.02% among 320,000. AID 2066, 2009. GFP response vs DMSO, % at 10 µM;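 active = GFP response relative to DMSO above a set limit, near screen average plus 3 SD, cut at about 150% in these data; inconclusive = fewer than 70 cells counted for the yeast strain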;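 also: median GFP channel fluorescence of the gated AGP1 strain per well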
GASC-1 inh = inhibitors of GASC-1 histone demethylase, primary screen, biochemical, fluorescence, DELFIA europium; AID 2099, 2009; inhibition, % at 2.35 µM; GST-JMJD2C(1-420) H3K9me3 demethylation; hit rate 0.069% among 330,000; Lysine-specific demethylase 4C (Homo sapiens), Q9H3R0;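 active = more than half of a compound's replicate wells show inhibition beyond 50%, single wells judged on their own value; inconclusive = some, but no more than half, of replicates pass 50% inhibition; inactive = no replicate passes 50% inhibition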;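 also: signal counts dimethyl H3K9 product captured on neutravidin plate; 0% = median of DMSO wells and 100% = 0.3 times that DMSO median; strong numbers were not always called active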
GRK2 inh = compounds blocking aptamer binding on GRK2 – biochemical, human GRK2, bead flow cytometry, HTS, primary screen; Beta-adrenergic receptor kinase 1 (Homo sapiens), P25098; FAM-aptamer displacement from GRK2; inhibition of aptamer binding, % at 10 µM; hit rate 0.59% among 330,000;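 active = inhibition of aptamer binding above 40%, roughly 3 SD of noise, on plates passing a quality check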;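 also: median bead fluorescence of bound FAM aptamer so fluorescent compounds give negative values; no value below 0 was filed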
Target sequence (P25098 whole entry, looked up): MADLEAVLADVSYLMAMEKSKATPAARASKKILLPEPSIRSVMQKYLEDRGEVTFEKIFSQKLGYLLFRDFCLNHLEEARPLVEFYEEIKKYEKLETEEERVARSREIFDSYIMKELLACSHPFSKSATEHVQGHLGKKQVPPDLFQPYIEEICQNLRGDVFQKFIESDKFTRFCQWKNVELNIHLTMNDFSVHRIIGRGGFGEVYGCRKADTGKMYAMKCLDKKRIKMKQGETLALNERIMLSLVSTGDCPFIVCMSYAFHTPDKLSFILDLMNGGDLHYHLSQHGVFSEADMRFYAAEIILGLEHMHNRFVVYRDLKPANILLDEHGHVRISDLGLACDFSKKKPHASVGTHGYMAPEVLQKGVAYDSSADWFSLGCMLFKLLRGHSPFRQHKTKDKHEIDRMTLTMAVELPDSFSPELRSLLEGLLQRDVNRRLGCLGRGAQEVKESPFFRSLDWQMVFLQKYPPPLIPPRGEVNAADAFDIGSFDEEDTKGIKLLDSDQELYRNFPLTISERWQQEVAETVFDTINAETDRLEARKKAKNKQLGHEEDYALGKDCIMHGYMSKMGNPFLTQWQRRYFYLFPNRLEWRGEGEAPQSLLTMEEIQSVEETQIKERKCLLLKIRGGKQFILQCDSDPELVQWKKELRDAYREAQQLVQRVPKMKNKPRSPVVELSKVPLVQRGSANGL
VLA-4 inh = inhibition in human VLA-4 binding assay, primary screen, VLA-4 allosteric modulator project, MLPCN library, flow cytometry, VLA-4 expressing cells; hit rate 0.2% among 330,000; inhibition, % (about 7 µM as worked out from the volumes in the protocol); ligand binding flow cytometry; Integrin alpha-4 (Homo sapiens), P13612; in the data active = inhibition above about 50%
MEP2 TOR yeast = modulators of MEP2-GFP levels in yeast, primary screen, S. cerevisiae, multiplex flow cytometry, MLPCN library | S. cerevisiae MEP2-GFP strain, 3 h; 100% = DMSO control level | GFP response vs DMSO, % at 10 µM | hit rate 0.51% among 330,000 | AID 2016, 2009;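 active = GFP response versus DMSO above a set limit, roughly screen mean plus 3 SD, cut at about 180% in these data; inconclusive = fewer than 70 cells counted for a yeast strain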;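 also: median GFP fluorescence of the barcode-gated MEP2-GFP cells per well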
An asterisk follows results filed as active; ? = inconclusive; nt = no result given; & = joins results of further samples.

Screens in order – LAP4 TOR yeast	CIT2-GFP yeast	RPL19A-GFP yeast	AGP1 TOR yeast	GASC-1 inh	GRK2 inh	VLA-4 inh	MEP2 TOR yeast
COc1ccc(-n2c(=O)c3c(C)c(C)sc3n(Cc3cccc(F)c3)c2=O)c(OC)c1
 : 106	94	97	101	-1	1	4	99
COc1ccc(NC(=S)NNc2ccc([N+](=O)[O-])cc2S(=O)(=O)Nc2ccc(C)cc2C)cc1
 : 103	90	105	90	-4	0	-46	102
O=c1c(/C=C(\O)c2ccccc2)nc2ccccc2n1-c1ccccc1
 : 102	95	98	94	4	1	-387	106
Cc1ccccc1-n1c(=O)c2ccccc2n2cnnc12
 : 108	104	103	102	1	2	7	106
COc1ccccc1-n1c(SCC(=O)NC2CCS(=O)(=O)C2)nc2ccccc2c1=O (stereo not drawn)
 : 87	87	92	91	-24	0	0	95
Cc1ccc(S(=O)(=O)N2CCCC2C(=O)Nc2nc3ccccc3s2)cc1 (stereo not drawn)
 : 99	93	95	nt	-8	4	4	96
O=C(c1ccccc1)c1ncc[nH]1
 : 89	102	102	98	10	2	5	101
Cc1ccc(C)c(/C=N/Nc2nc3ccccc3c(=O)n2O)c1
 : 115	100	100	112	-5	3	3	105
COc1ccc2c(C(=O)CN3CC(C)OC(C)C3)c[nH]c2c1 (stereo not drawn)
 : 97	94	97	96	26	0	-13	99
Cn1c(Cc2ccc3c(c2)OCO3)nnc1SCC(=O)NC(C)(C)C
 : 109	90	96	101	2	0	-12	96
Cc1cc(C)c(NC(=O)c2c[nH]c(=S)n2-c2ccc(F)cc2)c(C)c1
 : 94	98	98	102	5	1	1	105
O=C(O)c1cccc(N=NN2CCOCC2)c1
 : 100	101	97	104	9	0	0	96
CC(C)COc1ccc(C(=O)Nc2ccc(SC(F)F)cc2)cc1
 : 97	101	103	73	-10	3	16	107
Cc1ccccc1OCc1nnc(SCc2cc(=O)[nH]c3ccccc23)o1
 : 106	99	101	nt	1	0	12	101
O=C(O)CCNC(=O)c1ccccc1
 : 226*	88	80	95	?	0	37	95
O=C(Nc1ccc(Cl)cc1)N1CCN(Cc2ccc3c(c2)OCO3)CC1
 : 107	113	99	105	1	0	2	106
COc1ccc(Cn2c(=O)[nH]c3cc(C(=O)NC4CCCC4)ccc3c2=O)cc1
 : 100	97	95	96	5	0	14	103
O=C(O)c1ccc(/C=C2\SC(=S)N(NC(=O)c3ccccc3)C2=O)cc1
 : 98	98	96	99	8	3	-7	108
CC(=O)Cn1ncc(N2CCOCC2)c(Br)c1=O
 : 112	92	92	91	-4	2	5	97
C=CCn1c(SCC(=O)O)nnc1-c1ccccc1
 : 107	105	111	113	-13	0	5	107
Cc1ccc(Nc2ccc(C(N)=O)cc2[N+](=O)[O-])cc1
 : 86	95	100	87	14	2	13	101
Cc1cccc(NC(=O)c2nc[nH]c2C(=O)NCCCCCCNC(=O)c2[nH]cnc2C(=O)Nc2cccc(C)c2)c1
 : 108	104	99	107	6	0	11	99
COc1ccc(NC(=O)CSc2nnc(-c3cccc(O)c3)o2)cc1
 : 95	109	102	102	6	0	9	103
Cc1nn(CC(=O)N2CCCC2)c(=O)c2cc3cc(F)ccc3n12
 : 87	93	91	91	15	1	-1	102
NC(=O)c1cccnc1
 : 96	81	94	83	5	0	-2	89
O=C(CN1CCC(N2CCCCC2)CC1)N1CCCc2ccccc21
 : 92	92	96	100	-1	0	8	101
O=C(NC(=S)NCc1cccnc1)c1ccccc1F
 : 99	102	103	108	2	0	3	101
CN=C(Nc1ccc(Cl)cc1)c1ccc(C(F)(F)F)cc1
 : 94	98	101	102	-25	5	11	102
COc1ccc(CCCc2nnc(SCc3nc4ccccc4c(=O)[nH]3)n2C)cc1C
 : 101	90	96	96	1	7	0	98
O=S(=O)(c1ccc(Cl)cc1)N1CCC(c2nc3ccccc3[nH]2)CC1
 : 105	106	104	105	-1	5	-2	104

Structural class: those above containing a nitro group on carbon.
Screens in order – LAP4 TOR yeast	CIT2-GFP yeast	RPL19A-GFP yeast	AGP1 TOR yeast	GASC-1 inh	GRK2 inh	VLA-4 inh	MEP2 TOR yeast
COc1ccc(NC(=S)NNc2ccc([N+](=O)[O-])cc2S(=O)(=O)Nc2ccc(C)cc2C)cc1
 : 103	90	105	90	-4	0	-46	102
Cc1ccc(Nc2ccc(C(N)=O)cc2[N+](=O)[O-])cc1
 : 86	95	100	87	14	2	13	101

(cont.)
Screens in order – LAP4 TOR yeast	CIT2-GFP yeast	RPL19A-GFP yeast	AGP1 TOR yeast	GASC-1 inh	GRK2 inh	VLA-4 inh	MEP2 TOR yeast
O=C(NN=Cc1ccccc1OC(F)F)c1cccc(S(=O)(=O)N2CCCC2)c1
 : 114	109	103	109	-1	1	0	113
COc1ccc(S(=O)(=O)N(C)CC(=O)Nc2ccc3c(c2)OCO3)cc1OC
 : 103	102	98	102	-9	0	4	109
COc1ccc(NC(=O)CN(C)C(=O)CCCc2c[nH]c3ccccc23)cc1
 : 114	108	103	112	-2	0	1	107
CC(/C=C/c1ccco1)=N\NC(=O)c1cc(C)[nH]n1
 : 92	102	95	92	3	4	16	93
NCCCC[C@H]1CNC(=S)N1CCCCC1CCCCC1
 : 107	74	98	87	11	0	22	92
COc1ccc(C=O)cc1OC1C=CCCC1 (stereo not drawn)
 : 100	106	103	101	9	0	-35	106
O=C(COC(=O)c1ncc(Cl)c(Cl)c1Cl)NC1CCCCCC1
 : 91	97	105	96	-5	2	4	101
CCC(C)n1c(=N)c(C#N)cc2c(=O)n3cccc(C)c3nc21 (stereo not drawn)
 : 95	91	101	92	-18	3	19	95
CN1C(=O)C2C=CC1C1C(=O)N(c3ccccc3)C(=O)C21 (stereo not drawn)
 : 102	110	105	109	0	0	7	110
COC(=O)c1ccccc1NC(=O)C1CCN(S(=O)(=O)c2cc(C)ccc2OC)CC1
 : 85	89	89	89	-5	0	-6	84
COc1ccccc1C(=O)NNC(=O)C(=O)Nc1cccc(Cl)c1C
 : 263*	121	100	105	4	0	-1	142
Cc1cnc(C(=O)N2CCCC(C(=O)c3ccc(C(F)(F)F)cc3)C2)cn1 (stereo not drawn)
 : 100	93	98	90	-20	3	1	104
CC1CCC(NC(=O)CCN2C(=O)C3CC=CCC3C2=O)CC1 (stereo not drawn)
 : 80	84	96	83	20	0	8	91
Cc1ccc(NC(=O)COC(=O)CCNS(=O)(=O)c2c(Cl)cccc2Cl)cc1
 : 91	111	98	103	-2	3	7	106
O=C(CCc1nc(-c2ccccc2Cl)no1)NCCc1ccccc1
 : 101	100	104	102	18	2	5	106
COc1ccc(C(NC(=O)c2cccc(F)c2)c2ccccc2)cc1 (stereo not drawn)
 : 93	97	100	97	-2	1	9	101
[O-]/C(=C(\C(=S)Nc1ccccc1F)[n+]1ccccc1)c1ccc(-c2ccccc2)cc1
 : 111	96	101	93	3	1	7	92
C=CCNC(=O)C1CC(=O)N(c2ccc(OCC(=O)Nc3ccc(OC)cc3)cc2)C1 (stereo not drawn)
 : 109	104	101	109	-2&5	0	9	103
CN(C)c1ccc(C(O)P(=O)(OC2CCCCC2)OC2CCCCC2)cc1 (stereo not drawn)
 : 106	98	95	117	-4	4	2	100
C[C@@H](C(=O)Nc1ccc2ccccc2c1)[C@@H]1C[C@@]1(C)[C@@H](N)c1ccccc1
 : 104	95	102	87	-3	0	9	96
O=C(NC1CC2CCCC(C1)N2C(=S)NCCc1ccccc1)C1CC1 (stereo not drawn)
 : 98	100	102	102	4	1	11	104
O=C(c1nc2ccccn2c1CNCCOc1cccnc1)N1CCOCC1
 : 91	93	92	92	-18	0	5	94
COc1ccc(C2Nc3ccccc3C(=O)N2NS(=O)(=O)c2ccc(C)cc2)cc1OC (stereo not drawn)
 : 98	98	103	96	-19	0	4	105
COc1ccc(NC(=O)c2sc3nc(C)nc(N4CCN(c5ccccn5)CC4)c3c2C)c(OC)c1
 : 98	91	97	94	-1	0	6	101
COc1ccc(N(C(=O)CNC(=O)c2ccco2)C(C(=O)NC2CCCC2)c2ccco2)cc1 (stereo not drawn)
 : 103	109	104	105	2	2	-8	107
COc1cc(C(=O)Nc2ccc(N3CCOCC3)cc2)ccc1OCc1c(C)noc1C
 : 100	110	107	105	4	4	-3	108
COc1ccc(CCNC(=O)Cn2nc(C)n3nc(-c4ccccc4)cc3c2=O)cc1OC
 : 93	97	94	96	6	17	0	95
O=C(CCl)Nc1c2c(nn1-c1ccccc1)CSC2
 : 105	101	101	106	1	1	-4	99
CCC(CC)COC(=O)C1=C(C)NC(=O)NC1c1ccccc1Br (stereo not drawn)
 : 100	105	107	103	1	1	2	113
CC(C)Sc1ncnc2c1cnn2-c1ccccc1
 : 99	103	105	103	1	0	-14	103

In the list so far, 2 contain a CF3 group.
Screens in order – LAP4 TOR yeast	CIT2-GFP yeast	RPL19A-GFP yeast	AGP1 TOR yeast	GASC-1 inh	GRK2 inh	VLA-4 inh	MEP2 TOR yeast
CN=C(Nc1ccc(Cl)cc1)c1ccc(C(F)(F)F)cc1
 : 94	98	101	102	-25	5	11	102
Cc1cnc(C(=O)N2CCCC(C(=O)c3ccc(C(F)(F)F)cc3)C2)cn1 (stereo not drawn)
 : 100	93	98	90	-20	3	1	104

(continued)
Screens in order – LAP4 TOR yeast	CIT2-GFP yeast	RPL19A-GFP yeast	AGP1 TOR yeast	GASC-1 inh	GRK2 inh	VLA-4 inh	MEP2 TOR yeast
O=C(Nc1ccccc1C(=O)O)c1cc(S(=O)(=O)N2CCCCC2)c(Cl)cc1Cl
 : 97	102	96	97	-18	0	28	95
Cc1ccc(OCC(=O)N2C(C)CCCC2C)c([N+](=O)[O-])n1 (stereo not drawn)
 : 101	97	95	99	-4	0	4	99
CCOC(=O)c1c(NC(=O)Nc2ccc(F)cc2)sc2c1CCN(C)C2
 : nt	nt	101	nt	-8	0	14	96
OCC1(CCOc2ccccc2)CCN(Cc2nc3ccc(F)cc3[nH]2)CC1
 : 93	98	103	96	8	0	-4	100
C=CCN(CC=C)C(=O)c1ccc2nc(Cc3ccc(OC)c(OC)c3)oc2c1
 : 88	99	105	100	-6	41*	2	98

Given field by field: entries from further up.
COc1ccc(S(=O)(=O)N(C)CC(=O)Nc2ccc3c(c2)OCO3)cc1OC
  LAP4 TOR yeast: 103	CIT2-GFP yeast: 102	RPL19A-GFP yeast: 98	AGP1 TOR yeast: 102	GASC-1 inh: -9	GRK2 inh: 0	VLA-4 inh: 4	MEP2 TOR yeast: 109

COc1ccc(NC(=O)CN(C)C(=O)CCCc2c[nH]c3ccccc23)cc1
  LAP4 TOR yeast: 114	CIT2-GFP yeast: 108	RPL19A-GFP yeast: 103	AGP1 TOR yeast: 112	GASC-1 inh: -2	GRK2 inh: 0	VLA-4 inh: 1	MEP2 TOR yeast: 107
